Neddyl block – inhibitors of cullin neddylation, primary screen, biochemical, TR-FRET, uHTS, NAE and Ubc12; NEDD8-conjugating enzyme Ubc12 (Homo sapiens) + NEDD8-activating enzyme E1 regulatory …; calls only at 25 µM; 0.58% of 360,000 active; AID 651699, 2012; in the data active = inhibition above about 36%
Rin1-Abl PPI inh – inhibitors of Rin1-Abl protein binding, primary screen, biochemical, TR-FRET. Tyrosine-protein kinase ABL1 (Homo sapiens) + Ras and Rab interactor 1 (Homo sapiens), …. inhibition, % at 7.35 µM. 0.4% of 360,000 active; in the data active = inhibition above about 5%, passing the limit was not always enough
E coli Lon inh – inhibitors of E. coli Lon protease, primary screen, biochemical, fluorescence polarization | P0A9M0 | purified E. coli Lon protease | inhibition, % at 7.94 µM | 0.42% of 360,000 active | AID 602123, 2011; in the data active = inhibition above about 13%, passing the limit was not always enough;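 also: 0% = enzyme with probe and DMSO and 100% = no enzyme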
MT1-MMP act inh – blockers of MT1-MMP proenzyme processing, primary screen, HT1080 RFP-PRO-GFP cells, GFP/RFP fluorescence; GFP/RFP ratio fluorescence, overnight; percent of plate control window, DMSO zero; GFP/RFP ratio change, % at 20 µM; 0.061% of 360,000 active;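 active = GFP/RFP ratio change of at least 30% with cell ATP level not reduced by more than half and red fluorescence within 50% of control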; also: strong numbers were not always called active
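system = RFP-PRO-GFP reporter HT1080 cells | dosing = 20 µM single dose, 1% DMSO | timing = overnight cell settling, then overnight compound exposure, 37 °C, 5% CO2 | read-out basis = GFP/RFP fluorescence ratio | controls = DMSO and RFP-L50D-GFP cell wells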
MsrA act – bovine MsrA enzyme activators, primary screen, biochemical, absorbance, HTS; purified bovine MsrA, absorbance read-out; activation, % at 10.6 µM; Methionine sulfoxide reductase A (Bos taurus); 0.3% of 360,000 active; in the data active = activation above about 7.5%;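 also: 0% = vehicle and 100% = reference activator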
PABP1 MLLE inh – inhibitors of PABP1 MLLE–PAM2 peptide binding, primary screen, biochemical, fluorescence polarization, FITC-PAM2, GST-MLLE; Polyadenylate-binding protein 1 (Homo sapiens), P11940; inhibition, % at 20 µM; 0.36% of 360,000 active; AID 588489, 2011; in the data active = inhibition above about 35%, passing the limit was not always enough;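 also: plate controls were DMSO wells with GST-MLLE for no effect and wells lacking GST-MLLE protein for full effect; some results filed as inactive read as strong as hits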
CendR NRP1 mod – modulators of CendR peptide binding to NRP-1, primary screen, biochemical, fluorescence polarization, uHTS | Neuropilin-1 (Homo sapiens), O14786 | FAM-RPARPAR peptide binding to NRP-1 | inhibition, % at 25 µM | 0.85% of 360,000 active;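 active = inhibition or corrected inhibition above about 18%, plus a signal ratio from 0.5 to 1.5, limit read from the data, passing the limit was not always enough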; also: strong numbers were not always called active
FAS-TE inh – FAS thioesterase domain inhibitors, primary screen, biochemical, fluorescence intensity, uHTS; recombinant FAS-TE, OMFH fluorogenic substrate, fluorescence endpoint; inhibition, % at 15 µM; 0.67% of 360,000 active; AID 602261, 2012;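 active = compounds whose normalised, plate-corrected inhibition of enzyme fluorescence in the single-dose primary screen is 50% or more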;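 also: 0% = DMSO with enzyme and 100% = substrate without enzyme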
SKN-1 block – suppressors of acrylamide-induced Pgst-4::GFP reporter in worms, primary screen, SKN-1 inhibitor project, whole organism, uHTS, GFP/RFP fluorescence ratio, strain VP596 | C. elegans VP596 Pgst-4::GFP/RFP ratio, 24 h | inhibition, % at 21.8 µM | 0.49% of 360,000 active;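 active = interference check ratio from 0.5 to 1.5 plus GFP to RFP signal ratio inhibition reaching or exceeding a fixed threshold, cut at about 30% in these data, passing the limit was not always enough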; also: some compounds called inactive have numbers as strong as hits
The depositor's hits bear a star; i = inactive; nt = not tested or not shown.

SMILES	Neddyl block	Rin1-Abl PPI inh	E coli Lon inh	MT1-MMP act inh	MsrA act	PABP1 MLLE inh	CendR NRP1 mod	FAS-TE inh	SKN-1 block
CC12CC3(C)CC(C)(C1)CC(NC(=O)N1CCCC1)(C2)C3	i	1	-10	-7	-10	1	-2	-6	17
O=C(COC(=O)c1cc2c(s1)CCCCC2)NC1CCS(=O)(=O)C1 (centres undefined)	i	0	-21	2	-3	-10	12	-2	5
COC(=O)[C@]1(Cc2ccccc2)N[C@H](CN(C)C(=O)NC(C)C)[C@@H]2C(=O)N(C)C(=O)[C@@H]21	i	-2	-1	0	-1	9	-12	-5	4
Cn1c(=O)[nH]c(=O)c2c1nc1n2CC(O)CN1c1ccccc1 (centres undefined)	i	3	-11	-1	-2	19	-2	-6	13
Cc1ccc(-c2nn(CCC(=O)NC(C)C)c(=O)c3ccccc23)cc1	i	6	-5	4	-4	-9	1	0	4
Cc1cccc(NC(=O)COC(=O)C(NC(=O)c2cccc(S(=O)(=O)N3CCOCC3)c2)C(C)C)c1 (centres undefined)	i	2	2	-2	-4	16	12	7	-8
CN(c1ccc(C(=O)Nc2ccccc2C(F)(F)F)cc1)S(C)(=O)=O	i	0	-9	2	-1	-1	-1	-7	5
NC(=O)c1ccc(Nc2ccc3nonc3c2[N+](=O)[O-])cc1	i	-6	-1	4	0	9	-4	-1	11
Cc1cnc(CNc2nc3cc(-c4ccccc4C)sc3c(=O)n2C)cn1	i	-14	3	3	-2	4	28*	10	11
Cc1cc(C)c(NC(=O)c2ccc3c(c2)C(=O)N(Cc2cccnc2)C3=O)c(C)c1	i	0	-18	2	-5	1	0	-13	3
Cn1c(=O)n(CC(N)=O)c(=O)c2c1nc(Br)n2Cc1ccccc1	i	-1	-2	0	-3	5	-4	-7	10
C[C@@H]1CC[C@]2(C(=O)O[C@@H]3O[C@H](CO)[C@@H](O)[C@H](O)[C@H]3O)CC[C@]3(C)C(=CCC4[C@@]5(C)CC[C@H](O[C@@H]6OC[C@H](O)[C@H](O[C@@H]7O[C@H](CO)[C@@H](O)[C@H](O)[C@H]7O)[C@H]6O)C(C)(C)C5CC[C@]43C)C2[C@]1(C)O (some centres undefined)	i	4	6	5	-4	13	-1	-3	4
Cc1ccc(-n2nnnc2CNC(=O)C(=O)c2c[nH]c3ccccc23)cc1C	i	-1	0	2	-2	-7	-1	-3	4
NC(=O)c1cc([N+](=O)[O-])cc2c1C=Cc1ccccc1O2	i	1	-6	-1	-2	-58	-5	-2	7
O=C(Nc1ccccc1Cl)c1cc[n+]([O-])cc1	i	1	2	0	-2	13	3	-5	-1
N#CCC(=O)Nc1ccc(C(=O)OCC(=O)Nc2sc3c(c2C#N)CCCC3)cc1	i	4	-20	0	-6	-21	-31	17	-1
Cc1cc(=O)[nH]c(Sc2c(-c3ccccc3)c3ccccc3[nH]c2=O)n1	i	-3	-2	-1	1	10	-8	-7	-9
N=c1oc2ccc3ccccc3c2cc1C(N)=S	nt	0	1	-3	-11	4	-17	0	-11
C=CC1=C2C=C(C3CC3)N(CCCN(CC)CC)C=C2C(=O)C(C)(OC(=O)c2ccco2)C1=O (centres undefined)	i	3	26	0	-7	27	18	-13	2
O=C(c1cc([N+](=O)[O-])ccc1N1CCCC1)N1CCCC1	i	-2	-8	6	-5	4	-10	-1	10
O=C(CC[C@H]1O[C@@H](n2ccc(=O)[nH]c2=O)[C@H](O)[C@@H]1O)N[C@H](Cc1ccccc1)C(=O)NCCCN1CCCC1=O	i	0	-11	0	-7	-13	-4	-14	-4
Cc1cc(OCC(=O)Nc2ccc(F)c(F)c2)nc(C(C)C)n1	i	1	0	-1	-3	-5	7	-10	4
Cc1coc2cc3oc(=O)c(CCC(=O)NCCCn4ccnc4)c(C)c3cc12	nt	1	-4	-2	-5	15	4	-3	6
Cc1cc(C)cc(NC(=O)Nc2ccc3ccccc3n2)c1	i	0	7	3	-5	-4	0	-6	2
COc1cccc(CN2CC(C(=O)N(C)Cc3nc(C)cs3)CCC2=O)c1 (centres undefined)	i	1	-5	0	-3	4	3	-3	18
CC1(C)CC(=O)C=C(c2ccc3ncccc3c2)C1	i	-3	3	-11	-3	6	14	-8	-15
CCCCCCCOC1(c2ccccc2)OC(=O)c2ccccc21 (centres undefined)	i	4	-4	-2	-9	0	4	23	14
CS(=O)(=O)N(CC(=O)N1CCCC1)Cc1ccc(Cl)c(Cl)c1	i	-4	-9	0	-4	2	-1	-3	18
COC(=O)c1ccc2nc(-c3ccc(C)cc3)c(Cc3ccccc3OC)n2c1	i	-1	2	-5	-2	3	-21	-11	10
O=C(Nc1ccc(Cl)c(S(=O)(=O)N2CCOCC2)c1)c1ccc(OCC2CCCO2)cc1 (centres undefined)	i	6	3	-19	-1	8	2	9	8
Cc1ccc(S(=O)(=O)N2C[C@@H](C)[C@]3(C2)[C@H](O)[C@H](OC(=O)NCc2ccccc2)C[C@H]2C(=O)N(c4ccccc4)C(=O)[C@H]23)cc1	i	2	-7	5	1	-12	-7	19	4
CN(Cc1ccccc1)C(=O)c1[nH]cnc1C(=O)NCCCCCNC(=O)OC(C)(C)C	i	-2	-7	6	2	-6	-1	-1	11
CSCCC(c1nnnn1C1CCCC1)N1CCN(C/C=C/c2ccccc2)CC1 (centres undefined)	i	-1	-5	3	2	6	1	6	11
CCOc1ccc(NC(=O)CCC(=O)NNC(=O)c2ccc(Br)o2)cc1	i	3	3	0	-4	6	-1	-3	-8
Cc1cccc(NC(=O)C(Cc2ccccc2)c2nn[nH]n2)c1C (centres undefined)	i	-1	2	-1	-5	0	6	1	-6
COc1ccc(F)cc1CN1CCN(C(=O)CCC(=O)Nc2nnc(C3CCCCC3)s2)CC1	i	-3	3	6	-2	-6	0	2	4
CS(=O)(=O)N1CCCCC1c1cc(C(=O)Nc2cccc3c2CCCC3)no1 (centres undefined)	i	-3	-3	-2	4	-3	0	4	-13
O=c1[nH][nH]c(C(F)(F)F)c1C=NCc1ccc(Cl)cc1	i	0	-4	4	-1	7	-10	-4	4
O=C(Nc1nc2ccc([N+](=O)[O-])cc2s1)c1c(F)cccc1F	i	0	-10	3	-8	3	13	37	6
CC1CCN(C(=O)c2[nH]cnc2C(=O)NCC(=O)OCc2ccccc2)CC1	i	0	-2	0	-2	8	-5	-8	-3
O=C(O)C1SCCN1S(=O)(=O)c1ccc(N=NN2CCOCC2)cc1 (centres undefined)	i	1	-9	-7	-16	6	4	-10	-2
FC(F)(F)c1ccc(/C=N/N2CCN(Cc3ccccc3)CC2)cc1	i	0	4	3	-3	16	9	27	22
COCCCC1CCN(Cc2nc(Cc3ccccc3Cl)no2)CC1	i	3	1	1	-3	10	-5	3	4
CC1(C(=O)NS(=O)(=O)c2cccc(C#N)c2)CCN1C(=O)Cc1ccccc1Cl (centres undefined)	i	-1	0	0	-1	-2	-5	-7	12
COCCCNC(=O)c1cn(Cc2c(F)cccc2Cl)nn1	i	0	-9	-2	0	-6	10	-7	14
O=c1c2[nH]c3ccccc3c2ncn1CCC1=CCCCC1	i	0	-1	9	-1	-2	2	-4	-14
COc1ccc(OCCCC(=O)Nc2ncn[nH]2)cc1	i	-2	0	1	-2	7	3	-7	-8
CCN1C(=O)/C(=C/c2cn(-c3ccccc3)nc2-c2cccnc2)SC1=S	i	-1	-14	-38	2	-74	100	-33	56
COc1ccc2c(CN3CCN(c4ccc(Cl)c(Cl)c4)CC3)cc(=O)oc2c1	i	4	-11	6	-4	-13	3	22	-10
Cc1c(CC(=O)N2CCC(C(N)=O)CC2)c(=O)oc2cc3c(cc12)CCC1(CCCCC1)O3	nt	0	-10	4	-5	-6	-1	0	10

Shown as a markdown table: entries from further up
| SMILES | Neddyl block | Rin1-Abl PPI inh | E coli Lon inh | MT1-MMP act inh | MsrA act | PABP1 MLLE inh | CendR NRP1 mod | FAS-TE inh | SKN-1 block |
| --- | --- | --- | --- | --- | --- | --- | --- | --- | --- |
| O=c1c2[nH]c3ccccc3c2ncn1CCC1=CCCCC1 | i | 0 | -1 | 9 | -1 | -2 | 2 | -4 | -14 |
| COCCCNC(=O)c1cn(Cc2c(F)cccc2Cl)nn1 | i | 0 | -9 | -2 | 0 | -6 | 10 | -7 | 14 |
| FC(F)(F)c1ccc(/C=N/N2CCN(Cc3ccccc3)CC2)cc1 | i | 0 | 4 | 3 | -3 | 16 | 9 | 27 | 22 |
| CC1(C(=O)NS(=O)(=O)c2cccc(C#N)c2)CCN1C(=O)Cc1ccccc1Cl (centres undefined) | i | -1 | 0 | 0 | -1 | -2 | -5 | -7 | 12 |

(further entries)
SMILES	Neddyl block	Rin1-Abl PPI inh	E coli Lon inh	MT1-MMP act inh	MsrA act	PABP1 MLLE inh	CendR NRP1 mod	FAS-TE inh	SKN-1 block
COc1ccc(C(=O)N2CCc3cc4c(cc3C2C)OCCCO4)cc1 (centres undefined)	i	0	-8	2	-3	-12	1	-1	5
Cc1c(N(C)S(=O)(=O)c2cc(C(=O)Nc3ccccn3)ccc2Cl)c(=O)n(-c2ccccc2)n1C	i	-2	-13	0	-4	2	7	-6	27
O=C(Nc1ccc(Nc2ccncc2)cc1)c1ccc(Nc2ccnc3ccc([N+](=O)[O-])cc23)cc1[N+](=O)[O-]	i	1	-2	-2	-2	-37	5	-158	-1
CC1=C(C(=O)OC(C)C)C(c2cccc([N+](=O)[O-])c2)n2c(cc(=O)[nH]c2=S)N1 (centres undefined)	i	2	-6	-4	2	30	-15	-6	11
COc1ccc(Oc2ccc(/C=C/C(=O)c3ccc(O)cc3)cc2[N+](=O)[O-])cc1	i	-1	1	-12	-7	-6	-10	-41	-12
O=C(CN1CCOCC1)Nc1scc(-c2ccccc2)c1C(=O)N1CCOCC1	i	-2	-10	2	-2	4	2	-2	0
COc1cccc(CNc2nccs2)c1O	i	0	4	1	-2	4	7	-7	8
Cc1cc(NC(=O)C(C)C)ncc1NC(=O)c1cccc(F)c1	i	-5	-4	3	-2	5	4	-5	-7
CCOc1cc(C(=O)N/N=C\c2cn(CC)nc2C)cc(OCC)c1OCC	i	1	-15	10	0	-3	-1	-9	-1
O=C(CN1CCC(NC(=O)C2CC2)CC1)Nc1ccccc1[N+](=O)[O-]	i	2	-1	0	-2	-9	-4	-1	6
CC(=O)Oc1ccc(C(=O)O)c(OC(C)=O)c1	i	-2	-9	3	-4	7	-4	-7	1
CCCCNC(=O)C(NC(=O)c1cccc2ccccc12)C(=O)c1ccccc1 (centres undefined)	i	2	-10	-2	-8	-3	-8	-3	-11
Cc1ccc(Nc2c(-c3ccccn3)nc3cccc(C)n23)cc1	i	2	-21	-1	-5	2	-5	0	-6
CC(=O)Nc1ccc(S(=O)(=O)N2CCN(CCCOc3cc(C)ccc3C)CC2)cc1	i	-2	0	0	-4	1	2	31	-5
CC1=NN(C(N)=S)C(=O)C1N=Nc1c(C)cc(C)cc1C (centres undefined)	i	-5	2	19	-5	24	-5	-2	27
CC1CC(C)CN(C(=O)CCCn2c(=O)c3cccn3c3cccnc32)C1 (centres undefined)	i	2	1	3	-2	-7	8	0	11
C(=C\c1nc(N2CCCC2)c2ccccc2n1)/c1ccccc1	i	-6	-4	-1	0	1	-12	17	11
COc1ccc(-n2c(SCC(N)=O)nnc2-c2cccnc2)cc1	i	1	-8	0	-5	10	9	-6	-12
Cn1c(=O)oc2cc(S(=O)(=O)NCCC(=O)N3CCc4ccccc4C3)ccc21	i	-1	-6	3	-12	1	-4	2	-5
